Compound activity deposited in PubChem by several laboratories.
TRPC6 inhibitor: mouse TRPC6 channel inhibition | Q61143 | HEK293-TRPC6, membrane potential dye, ACh-evoked depolarization; active compounds read low | B-score at 10 µM | hit rate 1.1% among 310,000 | AID 2553;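 active means B-score under library mean minus 3 SD, initial fluorescence not abnormally high, positive integrated signal ratio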;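 further: B-score derived from integrated fluorescence ratio over the kinetic read; more negative B-score means stronger inhibition of depolarization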
MrgX1 agonist: agonists of human MrgX1 receptor; hit rate 0.44% among 310,000; AID 588627; MrgX1-HEK293 cells, Fluo-4 calcium fluorescence, agonist mode; active compounds read high; B-score at 10 µM;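 active means calcium response B-score plate-corrected fluorescence ratio at least 3 library SD, with starting fluorescence B-score inside 5 SD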
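Test system: HEK293 cells stably expressing human MrgX1 receptor; amount: 15,000 cells per well; doses: compound delivered in addition one of three; times: overnight plating before 1 h dye loading; detection: Fluo-4 NW calcium-flux fluorescence, kinetic read; read-out basis: B-scored fluorescence response ratio; controls: positive and negative controls per plate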
TRPC4 act: activators of mouse TRPC4 channel | Q9QUQ5 | HEK293 TRPC4beta/mu-opioid, Fluo4 calcium fluorescence; active compounds read high | B-score at 10 µM | AID 2237 | hit rate 0.49% among 310,000;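 active means B-score above 5 SD of library B-scores, and initial fluorescence ratio not above library mean plus 5 SD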;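 further: positive B-score marks a calcium rise read as TRPC4 activation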
Target sequence (Q9QUQ5 whole entry, looked up): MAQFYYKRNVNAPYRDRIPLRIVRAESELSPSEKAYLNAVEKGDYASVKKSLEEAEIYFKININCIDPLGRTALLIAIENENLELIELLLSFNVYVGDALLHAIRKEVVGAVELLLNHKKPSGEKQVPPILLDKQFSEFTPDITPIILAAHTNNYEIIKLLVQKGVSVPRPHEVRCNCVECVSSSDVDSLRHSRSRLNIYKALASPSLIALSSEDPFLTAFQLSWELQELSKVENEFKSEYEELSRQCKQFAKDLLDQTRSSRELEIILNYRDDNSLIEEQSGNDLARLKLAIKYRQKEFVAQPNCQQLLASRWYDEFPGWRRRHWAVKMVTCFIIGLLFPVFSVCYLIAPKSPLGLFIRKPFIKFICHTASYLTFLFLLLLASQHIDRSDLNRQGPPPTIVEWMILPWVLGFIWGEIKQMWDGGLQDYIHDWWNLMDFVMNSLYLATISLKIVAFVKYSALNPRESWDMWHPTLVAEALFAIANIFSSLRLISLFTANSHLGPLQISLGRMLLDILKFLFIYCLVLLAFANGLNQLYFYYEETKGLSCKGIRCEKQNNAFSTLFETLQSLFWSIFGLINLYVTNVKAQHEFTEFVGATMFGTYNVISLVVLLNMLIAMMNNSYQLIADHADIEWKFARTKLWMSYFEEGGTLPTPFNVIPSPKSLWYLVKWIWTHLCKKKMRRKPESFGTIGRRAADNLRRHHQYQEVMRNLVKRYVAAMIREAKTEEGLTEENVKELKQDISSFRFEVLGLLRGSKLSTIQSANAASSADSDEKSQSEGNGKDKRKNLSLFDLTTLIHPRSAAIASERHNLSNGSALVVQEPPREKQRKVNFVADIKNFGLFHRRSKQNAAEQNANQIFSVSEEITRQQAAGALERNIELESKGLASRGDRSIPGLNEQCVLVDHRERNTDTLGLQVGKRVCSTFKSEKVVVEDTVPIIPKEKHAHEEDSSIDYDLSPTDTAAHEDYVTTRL
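System: HEK293 cells stably co-expressing mouse TRPC4beta and mu-opioid receptor; Schedule: Fluo4 dye loading 45 min at room temperature, 110 s recording; Detection: Fluo4 fluorescence, kinetic; Evaluation: B-scored integrated calcium fluorescence ratio; Controls: buffer (low) and maximal DAMGO (high).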
HIF activator: HIF pathway transcriptional activation; U2OS HRE-luciferase reporter, luminescence; normalized: DMSO 0%, desferrioxamine 100%; activation, % at 7.5 µM (by protocol); hit rate 0.32% among 300,000;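 active means mean activation of at least 10% of the iron chelator positive control signal, with at least half of replicates also reaching 10%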
MrgX1 allo act: human MrgX1 positive allosteric modulation, primary screen. Q96LB2. MrgX1-HEK293, Fluo-4 calcium flux, FDSS; active compounds read high. B-score at 10 µM. hit rate 0.63% among 310,000. AID 588675;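 active means plate-corrected calcium response at least 3 library SD above typical, normal starting fluorescence, not activating the receptor alone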;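 further: compound read alongside a low EC10 to EC30 dose of BAM8-22 agonist; peak minus trough fluorescence over baseline measured at the second addition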
AI-2 QS modul: modulates the Vibrio harveyi AI-2 quorum sensing system; Vibrio harveyi JMH597 AI-2 luminescence/OD600 ratio, 9 h; active compounds read low; strain lacks LuxN and CqsS sensors; 0 = neutral-control median; activity change, % at 7.5 µM; hit rate 0.4% among 300,000; in the data active means activity change below about -75%, passing the limit was not always enough;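 further: luminescence divided by OD600 gain over 9 h not by final OD600 alone; inactives centre near 13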
TRPC6 act: activates the mouse TRPC6 cation channel; Q61143; HEK293-TRPC6 membrane potential dye fluorescence; active compounds read high; B-score at 10 µM; hit rate 0.13% among 310,000; AID 2550;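 active means B-score of the integrated fluorescence ratio above library mean plus 3 SD, and starting fluorescence ratio within library mean plus 5 SD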;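 further: higher score means more depolarization so channel activation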
TRPC4 potent: allosteric potentiators of mouse TRPC4 channel | Q9QUQ5 | HEK293 TRPC4beta/mu-opioid, DAMGO EC20, Fluo-4 Ca2+ flux; active compounds read high | B-score at 10 µM | hit rate 0.42% among 310,000 | AID 2227;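 active means B-score of calcium response area above 5 SD of library B-scores, with initial fluorescence ratio within 5 SD of library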;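 further: B-score of integrated fluorescence ratio over time as area under calcium response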
PolyA inh: blocks polyadenylation in yeast reporter cells | S. cerevisiae SKY197-pL101 polyadenylation reporter, beta-gal luminescence; efflux-impaired pdr1/pdr3 knockout yeast; score 100 = 6 SD above DMSO | calls only at 12 µM | hit rate 0.02% among 300,000 | AID 1875;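 active means lowest replicate activity score at least 50, where 100 means six control SD above control mean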;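 further: yeast exposed to compound for 9 h at 30 °C; higher score means more reporter readthrough which indicates perturbed polyadenylation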
TRPC4 inh: blocks the mouse TRPC4 cation channel; AID 2247; HEK293 TRPC4beta/mu-opioid, DAMGO-evoked Fluo4 calcium flux; active compounds read low; hit rate 0.39% among 300,000; B-score at 10 µM;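 active means B-score over 3 SD under the library average, no early fluorescence shift, positive overall ratio signal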
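Assay system – HEK293 line stably carrying TRPC4beta and mu-opioid receptor · Doses – single dose · Detection – Fluo4 calcium-dye fluorescence, kinetic read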
MrgX1 antagonist: antagonists of human MrgX1 receptor; AID 588676; B-score at 10 µM; Q96LB2; MRGX1-HEK293 calcium flux, Fluo-4, BAM8-22 antagonism; active compounds read low; hit rate 1.3% among 310,000;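 active means calcium-response B-score plate-corrected more than 3 library SD below zero, starting fluorescence within 5 deviations, no agonist response on first addition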;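 further: peak minus trough fluorescence over baseline after final BAM8-22 challenge near maximal dose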
Starred values were filed as active, the others as inactive; i = inactive; nt = no result given. The list is partial, so the mix of outcomes need not match the whole.

Each structure is followed by: TRPC6 inhibitor, MrgX1 agonist, TRPC4 act, HIF activator, MrgX1 allo act, AI-2 QS modul, TRPC6 act, TRPC4 potent, PolyA inh, TRPC4 inh, MrgX1 antagonist
- CCN1C(=O)c2cccc3c(NC(=O)c4ccc(S(=O)(=O)N5CCOCC5)cc4)ccc1c23
 : i, i, i, 0.2, i, 13, i, i, i, i, i
- CCN1C(=O)CC(NNC(=O)c2ccc(Cl)cc2)C1=O (stereo not drawn)
 : i, i, i, -0.1, i, 16, i, i, i, i, i
- CC(=O)c1ccc(OCc2cc(C(=O)N3CCC(c4ccncc4)CC3)no2)cc1
 : i, i, i, 0.5, i, 0, i, i, i, i, i
- O=C(N/N=C/c1ccc(Br)s1)c1cccnc1
 : i, i, i, 0.1, i, -5, i, i, i, i, i
- Cc1onc(-c2ccccc2Cl)c1C(=O)N1CCCCCC1
 : i, nt, i, 1.3, nt, 12, i, i, i, i, nt
- CC1(C)Cc2c(C#N)c(NCc3ccco3)nc(-c3ccco3)c2CO1
 : i, i, i, 0.1, i, 45, i, i, i, i, i
- COc1ccc(C(=O)COc2ccc3ccc(=O)oc3c2)cc1
 : i, i, i, 0.3, i, 24, i, i, i, i, i
- Cc1ccc(N(Cc2cc3ccc(C)cc3[nH]c2=O)S(=O)(=O)c2ccccc2)c(C)c1
 : i, i, i, 1.2, i, 19, i, i, i, i, i
- CC(=NCc1cccc(Cl)c1)c1nc(-c2ccco2)oc1O
 : i, i, i, 0.6, i, 30, i, i, i, i, i
- COc1ccc2oc(C(=O)OCC(=O)Nc3ccc(OC)c(S(N)(=O)=O)c3)c(C)c2c1
 : i, i, i, -0.2, i, 9, i, i, i, i, i
- O=C(CSCc1nc2ccccc2[nH]1)N1CCN(c2cccc(Cl)c2)CC1
 : i, i, i, -0.2, i, 16, i, i, i, i, i
- CC(C)(C)c1ccc(OCC(=O)NNC(=O)Nc2ccccc2)cc1
 : i, i, i, 1.2, i, 17, i, i, i, i, i
- O=C(O)CCCCCCCCCC(=O)c1cccs1
 : i, i, i, 0.2, i, -17, i, i, i, i, i
- COc1ccc2oc(=O)c(-c3nnc(NCc4ccco4)s3)cc2c1
 : i, i, i, 4.0, i, 8, i, i, i, i, i
- CC1CN2C(c3ccc([N+](=O)[O-])cc3)=CSC2=N1 (stereo not drawn)
 : i, i, i, 1.9, i, 22, i, i, i, i, i
- O=C(NCc1ccco1)c1ccc(Cl)c(S(=O)(=O)N2CCOCC2)c1
 : i, i, i, 0.0, i, 16, i, i, i, i, i
- CCC(C)[C@H](N)c1nnc(SCC(=O)c2ccc(Cl)cc2)o1 (stereo partly drawn)
 : i, i, i, 0.0, i, 0, i, i, i, i, i
- CCC1=NN(C(=O)c2ccc(Br)cc2)C(O)(c2ccccc2)C1 (stereo not drawn)
 : i, 30*, i, 0.3, i, 15, i, i, i, i, i
- Cc1ccc(NC(=O)CSc2nc3nc(C)c(Br)cc3[nH]2)cc1F
 : i, i, i, nt, i, 21, i, i, i, i, i
- CCOC(=O)c1ccc(-n2c(C)ccc2C)cc1
 : i, i, i, 0.8, i, 2, i, i, i, i, i

Single entries from above.
HIF activator, `COc1ccc2oc(=O)c(-c3nnc(NCc4ccco4)s3)cc2c1` = 4.0
HIF activator, `Cc1onc(-c2ccccc2Cl)c1C(=O)N1CCCCCC1` = 1.3

Next part.
Each structure is followed by: TRPC6 inhibitor, MrgX1 agonist, TRPC4 act, HIF activator, MrgX1 allo act, AI-2 QS modul, TRPC6 act, TRPC4 potent, PolyA inh, TRPC4 inh, MrgX1 antagonist
- CCc1ccc(OCC(=O)NNC(=O)CSc2nnc(-c3ccc(C)cc3)n2C)cc1
 : i, i, i, 0.2, i, 26, i, i, i, i, i
- COc1ccccc1NC(=O)Cn1c(=O)n2nc(C)nc2c2ccccc21
 : i, i, i, 0.6, i, 18, i, i, i, i, i
- FC(F)(F)c1cnc2c(c1)[nH]c(=S)n2-c1ccc(Cl)cc1
 : i, i, i, -1.3, i, 15, i, i, i, i, i
- N/C(=N\S(=O)(=O)c1cccs1)c1ccccc1
 : i, i, i, 0.2, i, 94, i, i, i, i, i
- CN1C(=O)C(C)(C)c2cc(S(=O)(=O)NCC(=O)NCc3ccccc3)ccc21
 : i, i, i, 0.2, i, 17, i, i, i, i, i
- CC(C)Cn1cnc2c1c(=O)n(CC(=O)NC(=O)NC(C)(C)C)c(=O)n2Cc1ccccc1
 : i, i, i, -1.1, i, nt, i, i, i, i, i
- CCOC(=O)c1[nH]c(C)c(CN(CCc2ccc(OC)c(OC)c2)C(=O)CCCC(=O)O)c1C
 : i, i, i, -0.4, i, 21, i, i, i, i, i
- Cc1noc(C)c1S(=O)(=O)N1CCCC1C(=O)O (stereo not drawn)
 : i, i, i, 0.2, i, 7, i, i, i, i, i
- O=c1oc2ccccc2cc1-c1csc(NN=C2CCCCC2)n1
 : i, i, i, 0.9, i, 22, i, i, i, i, i
- O=c1cc(CN2CCN(C/C=C/c3ccccc3)CC2)c2cc(O)ccc2o1
 : i, i, i, -0.7, i, 13, i, i, i, i, i
- COc1c(C)cccc1C(=O)NCc1ccc2c(c1)OCO2
 : i, i, i, -0.8, i, 11, i, i, i, i, i
- Cc1ccccc1C(=O)NNC(=O)/C=C/c1ccccc1
 : i, i, i, 0.0, i, -3, i, i, i, i, i
- O=C(c1csc2c1CCCC2)N1CCN(c2cccc(C(F)(F)F)c2)CC1
 : i, i, i, -0.9, i, 5, i, i, i, i, i
- CCCc1ncc(C(O)c2cccc(OC)c2)n1C (stereo not drawn)
 : i, i, i, -0.7, i, 34, i, i, i, i, i
- COC(=O)c1ccc(NC(=O)CC(=O)Nc2ccc(C(=O)OC)cc2)cc1
 : i, i, i, -11, i, 16, i, i, i, i, i
- CCOC(=O)CCc1cccc2c1CCC2=O
 : i, i, i, 0.0, i, 11, i, i, i, i, i
- NS(=O)(=O)c1ccc(CCNS(=O)(=O)c2cccc3nsnc23)cc1
 : i, i, i, -5.9, i, 26, i, i, i, i, i
- O=C(CS(=O)(=O)c1ccc(Cl)cc1)NCc1ccccc1
 : i, i, i, -0.3, i, 17, i, i, i, i, i
- Cc1cc(NC(=O)COC(=O)c2ccccc2[N+](=O)[O-])no1
 : i, i, i, 0.4, i, -6, i, i, i, i, i
- CC1=C(C#N)C(NC(=O)C2CCCCC2)(C(F)(F)F)C(=O)N1 (stereo not drawn)
 : i, i, i, -0.4, i, 10, i, i, i, i, i

Continued:
Each structure is followed by: TRPC6 inhibitor, MrgX1 agonist, TRPC4 act, HIF activator, MrgX1 allo act, AI-2 QS modul, TRPC6 act, TRPC4 potent, PolyA inh, TRPC4 inh, MrgX1 antagonist
- O=C(Nc1nc2ccccc2s1)C1c2ccccc2Oc2ccccc21
 : i, i, i, -0.6, i, 47, i, i, i, i, i
- O=C(COc1ccc(Cl)cc1)Nc1ccccc1N1CCOCC1
 : i, nt, i, -0.3, nt, 15, i, i, i, i, nt
- Cc1ccc(-n2nnnc2SCC(=O)Nc2ncc(Cc3ccccc3Cl)s2)cc1
 : i, i, i, 0.0, i, 21, i, i, i, i, i
- O=C(CCn1cccc1)NCc1ccc2c(c1)OCO2
 : i, i, i, -0.7, i, 13, i, i, i, i, i
- CC(C)(C)c1ccc(C(=O)N2CCCC2)s1
 : i, i, i, 2.5, i, 24, i, i, i, i, i
- Cn1cccc1CC(=O)N/N=C\c1ccccc1
 : i, i, i, 0.0, i, 20, i, i, i, i, i
- COCCn1c(SCc2cc(=O)n3ccsc3n2)nnc1-c1ccncc1
 : i, i, i, -0.5, i, 8, i, i, i, i, i
- COc1cc(NC(=O)c2cc([N+](=O)[O-])ccc2NC(=O)CNC2CCCCC2C)cc(OC)c1 (stereo not drawn)
 : i, i, i, -1.0, i, 9, i, i, i, i, i
- Cc1ccc(N/C=C/C(=O)c2cccs2)cc1C
 : i, i, i, 2.0, i, 5, i, i, i, i, i
- Cc1cc(OCCN2CCOCC2)ccc1Cl
 : i, i, i, 0.9, i, 3, i, i, i, i, i
- Cc1cccn2c(CN3CCSCC3)c(C(=O)N3CCOCC3)nc12
 : i, i, i, -0.3, i, 17, i, i, i, i, i
- Cc1ccc(N(C(=O)c2ccco2)C(C(=O)NC2CCCC2)c2cccnc2)cc1C (stereo not drawn)
 : i, i, i, -0.3, i, -1, i, i, i, i, i
- CCN(CC)S(=O)(=O)c1ccc(N2CCOCC2)c(NC(=O)CNCCc2ccccc2)c1
 : i, i, i, -0.2, i, 2, i, i, i, i, i
- O=C(COc1ccccc1Cl)N1CCN(c2ccc([N+](=O)[O-])c(N3CCCCC3)c2)CC1
 : i, i, i, nt, i, 8, i, i, i, i, i
- CN1/C(=C\C(=O)Nc2ccc(Br)cc2)C(C)(C)c2ccccc21
 : i, i, i, -0.1, i, 48, i, i, i, i, i
- CCOC(=O)N1CCC(=NNc2ccnc3cc(Cl)ccc23)CC1
 : i, i, i, -0.8, i, 24, i, i, nt, i, i
- O=C(CN1CCN(c2ccc(F)cc2)CC1)OCc1ccccc1
 : i, i, i, 0.1, i, 25, i, i, i, i, i
- CN(Cc1ccccn1)C(=O)C1CCC(=O)N(Cc2cccc(F)c2)C1 (stereo not drawn)
 : i, i, i, -0.1, i, 7, i, i, i, i, i
- COc1ccc(C)cc1-n1c(SCC(=O)Nc2cccc(C(=O)O)c2)nc2ccccc2c1=O
 : i, i, i, -0.3, i, 2, i, i, i, i, i
- CCC1CC2CC(NC(C)=O)C1C2 (stereo not drawn)
 : i, i, i, nt, i, -3, i, i, nt, i, i
- O=C(c1ccco1)N1CCN(c2cc(N3CCOCC3)c(F)cc2[N+](=O)[O-])CC1
 : i, i, i, -0.1, i, 25, i, i, i, i, i
- COc1ccc(C(=O)NCC(c2cccnc2)N2CCN(c3ccccc3OC)CC2)cc1OC (stereo not drawn)
 : i, i, i, 0.2, i, 10, i, i, i, i, i
- COCCOc1cc(N)c(Cl)cc1Cl
 : i, i, i, -0.1, i, 25, i, i, i, i, i
